A350 autofl = compound fluoresces in the Alexa 350 spectral region; AID 590; Compound autofluorescence, 340/450 nm, Alexa 350 dye-equivalents; active compounds read high; max dye-equivalent concentration, M; hit rate 11% among 59,000; in the data active = max dye-equivalent concentration above about 10 nM; inconclusive = mostly about 1.1 nM to 9.6 nM
HEK293 cAMP cs = counter-screen for TSHR agonists: cAMP increase in parental HEK293; AID 938; parental HEK293 CNG cAMP sensor, membrane potential fluorescence; Potency, µM (series often up to 57.1 µM), without a hit: at the top dose activation, usual class: activators; hit rate 2.5% among 73,000; also: potency is read from the fitted curve at half-maximal effect; % of control where 0% means no effect; nearly all actives have a fitted effect of over 55% in size
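Parental HEK 293 cells stably expressing a modified CNG channel (no TSHR) report cAMP rise as membrane depolarization. Membrane potential dye with 100 uM RO 20-1724 was loaded for 60 min at room temperature, then compound added for 30 min; fluorescence read at 590 nm.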
USP2a inh = USP2a (human) protease inhibition; O75604; USP2a enzymatic assay, qHTS inhibition; Potency, µM (titrated, usually from 38.3 µM), for the others: at the highest dose activity change, negative = inhibition, actives largely listed as inhibitors; hit rate 0.1% among 60,000;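 also: potency is read from the fitted curve at half-maximal effect; nearly all actives have a fitted effect of over 60% in size; plate controls were DMSO for no effect and NEM full inhibition control for full effect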
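Inhibition is measured in a cell-free coupled assay with 20 nM USP2 core, 20 nM Ub-PLA2 and 20 uM NBD C6-HPC, 2.5 h incubation. Activity normalized to NEM control.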
BRCT inh red = inhibitors of human BRCA1 BRCT-phosphoprotein interaction (red fluorophore); BRCT-phosphopeptide binding, red fluorescence polarization; Potency, µM (series often up to 76.9 µM), for inactives: at the top dose activity change, negative = inhibition, actives largely listed as inhibitors; hit rate 0.03% among 75,000; AID 892; also: % is scaled to controls: 0 for no effect and ±100 for the full control effect
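Fluorescence polarization: 100 nM His-tagged BRCA1 BRCT with 100 nM TAMRA-labelled phospho-BACH1 decapeptide, phosphate buffer pH 7.3 with 150 mM NaCl, DTT, 0.01% Tween 20; 12 min RT. Binding inhibition seen as FP decrease.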
ERK AVP inh = inhibitors of vasopressin-stimulated ERK signaling pathway | AID 995 | HEK293-V1b, vasopressin-stimulated pERK AlphaScreen | Potency, µM (highest dose often 57.5 µM), for inactives: at the top dose activity, negative = inhibition, hits mostly inhibitors | hit rate 0.99% among 72,000; also: potency is read from the fitted curve at half-maximal effect; % is scaled to controls: 0 for no effect and ±100 for the full control effect; nearly all actives have a fitted effect of over 55% in size
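V1b-HEK293 cells; cpd 30 min 37C; 25 nM vasopressin 5 min; lyse 10 min; AlphaScreen beads 5 hr RT. Normalized to DMSO basal and 25 nM vasopressin; AC50 by Hill fit.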
Casp1 inh = blocks human caspase-1 allosterically or competitively; hit rate 0.03% among 75,000; P29466; Caspase-1 enzyme, Ac-WEHD-AFC fluorogenic rate; Potency, µM (doses to about 57.5 µM), inactives show at the highest dose activity change, negative = inhibition, hits mostly inhibitors;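 also: potency is read from the fitted curve at half-maximal effect; plate controls were vehicle for no effect and no substrate for full effect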
Target sequence (P29466 120-297 limits assumed): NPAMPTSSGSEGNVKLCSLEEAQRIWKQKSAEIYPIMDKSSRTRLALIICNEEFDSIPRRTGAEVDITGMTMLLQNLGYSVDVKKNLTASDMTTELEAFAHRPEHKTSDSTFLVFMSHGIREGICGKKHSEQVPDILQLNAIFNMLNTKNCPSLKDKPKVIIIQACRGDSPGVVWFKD
Target sequence (P29466 317-404 limits assumed): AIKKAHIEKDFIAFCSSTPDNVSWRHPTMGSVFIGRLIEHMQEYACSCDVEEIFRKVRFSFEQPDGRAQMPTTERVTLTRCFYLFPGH
FLuc inh = firefly luciferase inhibition | purified firefly luciferase, luminescence, 8 min | hit rate 2.2% among 72,000 | AID 411 | Potency, µM (doses to about 57.1 µM), inactives show at the highest dose activity change, negative = inhibition, actives largely listed as inhibitors; also: potency is read from the fitted curve at half-maximal effect; % is scaled to controls: 0 for no effect and ±100 for the full control effect; nearly all actives have a fitted effect of over 40% in size
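Titration-based qHTS; buffer 50 mM imidazole pH 7.2, 50 mM KCl, 7 mM MgCl2, 10 uM ATP, 0.01% Tween 20, 0.05% BSA; luciferase/luciferin detector mix added after compound; 8 min, ambient; luminescence.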
BRCT inh green = inhibitors of human BRCA1 BRCT-phosphoprotein interaction (green fluorophore) | P38398 | Potency, µM (top dose mostly 76.9 µM), without a hit: at the top dose activity change, negative = inhibition, most hits filed as inhibitors | BRCA1 BRCT-phosphopeptide binding, green fluorescence polarization | AID 875 | hit rate 0.05% among 75,000;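 also: potency is read from the fitted curve at half-maximal effect; plate controls were peptide without protein for full effect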
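Compounds were incubated for 12 min at room temperature with a complex of 100 nM fluorescein-tagged pBACH1 decapeptide and 250 nM His-tagged BRCT protein. Buffer was phosphate pH 7.3 with EDTA, DTT and Tween 20. Disruption of binding lowers the polarization signal.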
Tau filament bind = binds recombinant human tau filaments; hit rate 2% among 71,000; Potency, µM (top dose mostly 57.1 µM), for inactives: at the top dose activity change, negative = inhibition; recombinant tau filaments, thioflavin S fluorescence, 15 h; filaments grown with octadecylsulfate alongside compound; P10636;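 also: potency is read from the fitted curve at half-maximal effect; % is scaled to controls: 0 for no effect and ±100 for the full control effect; actives lower thioflavin S fluorescence by blocking filaments or displacing dye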
Target sequence (P10636 whole entry, looked up): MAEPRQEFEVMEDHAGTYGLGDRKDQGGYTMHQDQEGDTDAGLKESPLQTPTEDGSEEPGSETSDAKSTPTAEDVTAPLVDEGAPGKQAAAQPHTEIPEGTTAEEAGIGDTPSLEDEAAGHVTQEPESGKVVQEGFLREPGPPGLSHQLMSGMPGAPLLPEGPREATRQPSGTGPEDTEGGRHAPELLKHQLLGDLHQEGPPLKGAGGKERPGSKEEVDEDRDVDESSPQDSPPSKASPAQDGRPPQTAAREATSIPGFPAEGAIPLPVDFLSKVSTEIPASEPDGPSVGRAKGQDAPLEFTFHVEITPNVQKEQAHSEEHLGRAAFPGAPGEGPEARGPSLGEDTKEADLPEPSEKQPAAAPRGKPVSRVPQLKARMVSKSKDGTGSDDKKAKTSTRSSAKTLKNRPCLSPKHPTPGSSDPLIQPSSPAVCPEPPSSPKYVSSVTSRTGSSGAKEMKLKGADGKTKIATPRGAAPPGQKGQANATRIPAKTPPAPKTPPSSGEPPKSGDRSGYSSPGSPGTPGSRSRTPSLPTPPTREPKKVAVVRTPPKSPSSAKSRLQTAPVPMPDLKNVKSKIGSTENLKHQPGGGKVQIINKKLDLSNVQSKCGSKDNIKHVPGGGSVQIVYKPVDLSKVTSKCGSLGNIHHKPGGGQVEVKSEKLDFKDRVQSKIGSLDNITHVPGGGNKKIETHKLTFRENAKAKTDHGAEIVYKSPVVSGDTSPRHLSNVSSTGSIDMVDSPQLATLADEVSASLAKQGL
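Read-out: ThS fluorescence, 450 nm excitation/510 nm emission; lower signal marks blocked filament formation or displaced dye. Tau at 1 uM with 30 uM ODS, 10 uM ThS, 5 mM DTT, 100 mM NaCl, 10 mM HEPES pH 7.4; 15 h, 37 C.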
CRE Fsk mod = CRE-bla signaling modulation under forskolin stimulation. CHO CRE-bla reporter (cAMP response element driving beta-lactamase), forskolin EC10, beta-lactamase ratio. Potency, µM (doses to about 38.2 µM), for the others: at the top dose activity change, negative = inhibition, actives largely listed as activators. hit rate 2.5% among 71,000; active = well fitted activation curve with a large enough effect in the signal ratio, with a control signal flat, not every such curve was filed as active; inconclusive = small, poorly fitted or top-dose-only effect, or effect the other way, or a change in a side signal; the % refers to the signal ratio; also: potency is read from the fitted curve at half-maximal effect; % of control where 0% means no effect
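CRE-bla CHO cells stimulated with EC10 NKH 477 (water-soluble forskolin) and compound titrations, 3 h at 37C; beta-lactamase read with CCF4 after 2 h at room temperature. Activity from 460/530 nm emission ratio, AC50 values for positive or negative modulation.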
Casp7 inh = blocks human caspase-7 allosterically or competitively | P55210 | recombinant caspase-7, Ac-DEVD-AFC fluorescence rate | AID 889 | hit rate 0.02% among 75,000 | Potency, µM (titrated, usually from 57.5 µM), for the others: at the top dose activity change, negative = inhibition, actives largely listed as inhibitors; active = well fitted inhibition curve with a large enough effect in the main read-out, with a control signal flat, not every such curve was filed as active; inconclusive = small, poorly fitted or top-dose-only effect, or a change in a side signal; also: potency is read from the fitted curve at half-maximal effect; % of control where 0% means no effect
* marks the source's active call; other numbers are inactive results; i = inactive; ? = inconclusive; · = no result given; [ ] = another dose, or the depositor's remark. Unless noted, calls follow the shape of the dose curve; as a rule, active = well fitted curve in the direction sought with a large enough effect; inconclusive = small, poorly fitted or top-dose-only effect, or another doubt; inactive = no such curve, though single readings can be large; an effect the other way counts as inactive or inconclusive. This is a random part of the collection (roughly 16% active in at least one column).

SMILES | A350 autofl | HEK293 cAMP cs | USP2a inh | BRCT inh red | ERK AVP inh | Casp1 inh | FLuc inh | BRCT inh green | Tau filament bind | CRE Fsk mod | Casp7 inh
CN(C)CCN1C(=O)c2oc3ccccc3c(=O)c2C1c1ccc(F)cc1 (stereo unspecified) | ? | 3% | 17% | 0.2% | -7% | -3% | 2% | 1.2% | -23% | -7% | -2%
COc1ccccc1CNc1ncnc2c1nnn2Cc1ccccc1 | i | 13µM* | -4% | -0.4% | -10% | -3% | -3% | 1.4% | 41% | 12% | -2%
Cc1cc(C)n(C(=O)c2ccc(C)c(S(=O)(=O)N3CCCC3)c2)n1 | i | 19% | 1% | 1.4% | -11% | -2% | -1% | -3.5% | -5% | -1% | 0%
COC(=O)CSc1nnc(CCc2nc3ccccc3[nH]2)n1C | i | 1% | · | 0.1% | -6% | -1% | -2% | 0.5% | -16% | -6% | 1%
COc1ccccc1CNc1ncncc1-c1cccnc1 | i | 4% | 63%[activator] | -0.4% | -11% | -7% | 2%[2.29 µM] | -3.2% | -3% | ? | -16%
CC(=O)N1CCC(N(CCCOC(C)C)C(=O)Nc2ccc(Cl)cc2)CC1 | · | 10% | · | -0.5% | -29% | -2% | 1% | -1.8% | 0% | -14% | -1%
CCC1=C(OC(=O)N(CC)CC)N2C(=O)OC(=NCC3CC3)[C@]2(C)[C@H]2C1=CC[C@H]1C(=O)NC(=O)[C@H]12 | · | · | · | 0.4% | 14% | 1% | · | -2.4% | · | · | -3%
O=C(COC(=O)c1ccc2c(c1)OCCO2)NCc1ccccc1 | i | ? | 1% | 1.0% | 7% | -1% | 2% | -1.3% | -8% | 9% | -1%
COC(=O)c1ccc2ccn(CC(=O)NC(C)C)c2c1 | 1.5e-08M* | 2% | 1% | 1.4% | 8% | 0% | 2% | -6.1% | 2% | ? | 0%
Cc1onc(-c2ccccc2Cl)c1C(N)=O | 1.6e-08M* | 1% | -2% | -2.7% | 8% | 0% | 0% | -1.6% | 0% | 5% | 0%
CN(C)c1nc(N(C)C)nc(N(C)C)n1 | i | 1%[25.6 µM] | 11% | 2.2% | -13% | -1% | 1%[25.5 µM] | -3.1%[3.08 µM] | 6%[25.6 µM] | 6%[17.1 µM] | 1%
CC1(C)CC(=O)C=C(Nc2ccc(OCC(F)(F)C(F)F)cc2)C1 | · | 8% | 8% | -0.1% | -6% | -1% | -9% | -1.0% | -4% | 6% | 0%
CCC1CCCCN1C(=O)COC(=O)c1cc2ccccc2cc1O (stereo unspecified) | ? | 32µM* | -15% | -0.2% | 5% | -4% | -3% | -0.7% | 11% | ? | -4%
Cc1ccccc1-c1nc(CN2CCC(C(=O)NCCCN3CC(C)CC(C)C3)CC2)c(C)o1 (stereo unspecified) | i | 10% | 8% | 0.0% | 9% | -1% | 1% | -3.8% | 6% | ? | -1%
COC(=O)C1=C(C)N=C2SCCC(=O)N2C1c1cc(Br)ccc1OC (stereo unspecified) | i | 0% | 16% | -2.4% | -1% | -3% | 1% | 1.2% | 4% | 11% | -2%
Cc1ccc(-c2noc(CCC(=O)Nc3ccccc3C)n2)cc1 | 1.1e-08M* | ? | 6% | 1.3% | -18% | -3% | 2% | -2.9% | 12% | 5% | -5%
Cn1c(=O)[nH]c2cc3ccccc3cc21 | i | -1% | 3% | 1.4% | -9% | 4% | -3% | -1.0% | 1% | ? | -1%
COc1ccccc1-c1cncnc1NCc1cccs1 | i | ? | 11% | -1.3% | -33% | -1% | 3%[2.29 µM] | 0.5% | -2% | -7% | -1%
CC1(C)NC(=O)N(CC(O)CN2C(=O)CCC2=O)C1=O (stereo unspecified) | i | 5% | · | -0.1% | 7% | 1% | -1% | -2.1% | 0% | 0% | 1%
Cc1ccc(C)c(NC(=O)CC(NCCCN2CCOCC2)C(=O)O)c1 (stereo unspecified) | ? | 2% | 3% | -2.0% | 16% | 1% | 2% | -0.5% | -2% | ? | 1%
COCCCn1c(SCC(=O)NC2CCCC2)nnc1-c1ccco1 | i | -2% | -1% | -0.4% | -11% | -1% | 2% | -0.6% | 6% | 0% | 0%
CC(=O)N1CCC[C@@]2(CCN(Cc3ccc(C#N)cc3)C2)C1 | i | 13% | -12% | -0.6% | -2% | -1% | 2%[11.4 µM] | -0.4% | 3% | -3% | -1%
COC(=O)[C@H](CCSC)NC(=O)C/C=C\[C@@H](C)CO | · | -4%[11.4 µM] | · | 2.0%[15.4 µM] | -3%[11.5 µM] | -4%[11.5 µM] | 1%[11.4 µM] | -1.9%[15.4 µM] | · | · | 1%[11.5 µM]
O=C(c1cccc(-n2cnnn2)c1)N1CC=C(c2ccccc2)CC1 | i | 7% | 20% | -2.2% | -8% | -5% | 1% | 0.1% | 8% | 7% | -1%
COC(=O)c1ccccc1Nc1ccccc1 | ? | 9% | -7% | 0.5% | 16% | 0% | 1% | -1.7% | 28% | -9% | -3%

Some of the entries so far, as comma-separated lines:
compound,A350 autofl,HEK293 cAMP cs,USP2a inh,BRCT inh red,ERK AVP inh,Casp1 inh,FLuc inh,BRCT inh green,Tau filament bind,CRE Fsk mod,Casp7 inh
Cc1cc(C)n(C(=O)c2ccc(C)c(S(=O)(=O)N3CCCC3)c2)n1,i,19%,1%,1.4%,-11%,-2%,-1%,-3.5%,-5%,-1%,0%
CC(=O)N1CCC[C@@]2(CCN(Cc3ccc(C#N)cc3)C2)C1,i,13%,-12%,-0.6%,-2%,-1%,2%[11.4 µM],-0.4%,3%,-3%,-1%
Cc1ccccc1-c1nc(CN2CCC(C(=O)NCCCN3CC(C)CC(C)C3)CC2)c(C)o1 (stereo unspecified),i,10%,8%,0.0%,9%,-1%,1%,-3.8%,6%,?,-1%
Cc1ccc(-c2noc(CCC(=O)Nc3ccccc3C)n2)cc1,1.1e-08M*,?,6%,1.3%,-18%,-3%,2%,-2.9%,12%,5%,-5%

Other compounds:
SMILES | A350 autofl | HEK293 cAMP cs | USP2a inh | BRCT inh red | ERK AVP inh | Casp1 inh | FLuc inh | BRCT inh green | Tau filament bind | CRE Fsk mod | Casp7 inh
CCn1c(=O)cc(OCC(=O)Nc2nc(C)cs2)c2ccccc21 | · | 3% | · | 1.8% | -9% | -1% | 1% | 1.1% | 42% | 18% | -1%
Nn1c(SCC(=O)Nc2ccc(S(=O)(=O)N3CCCC3)cc2)nnc1C(F)(F)F | i | 2% | 0% | 1.8% | -17% | 2% | 4% | -1.5% | -1% | 1% | -3%
Cc1ccc(C(=O)OCC(=O)Nc2ccccc2)cc1NC(=O)c1ccco1 | i | 4% | 3% | -2.4% | -16% | -1% | 2% | -2.1% | 37% | -7% | 0%
COc1ccc(CNC(=O)COC(=O)c2n[nH]c3ccccc23)cc1OC | ? | -7% | 8% | -0.2% | 11% | 3% | 2% | -0.5% | -5% | ? | -2%
COc1cc(-c2noc(C3CCCN(S(=O)(=O)c4cccc(Cl)c4)C3)n2)cc(OC)c1OC (stereo unspecified) | i | 13% | 17% | -0.2% | -1% | -2% | -1% | -2.8% | -6% | ? | -5%
Cc1ccc(S(=O)(=O)Nn2c(C)ccc2C)cc1 | i | 1% | 29% | 0.6% | -15% | -5% | 0% | 0.2% | ? | 0% | -6%
CCCCC(=O)NCc1ccc2c(c1)cc(C)n2C | ? | 12% | 27% | -2.2% | 8% | -6% | -1% | -3.0% | -27% | -9% | -7%
Cc1csc(SCc2c(C(=O)O)oc3ccccc23)n1 | i | 3% | -7% | -0.7% | ? | -1% | -14% | 1.7% | -5% | -13% | 0%
Cc1cc(Nc2ccccc2Br)n2nc(C)nc2n1 | · | 6% | · | -1.9% | -9% | -1% | 0% | -1.0% | -12% | ? | 0%
CC(=O)N1CCN=C1SCc1ccc(Br)cc1 | · | 9% | · | -0.9% | 13% | -1% | -1% | -0.8% | -7% | 3% | 0%
OCC1(C2=NOC(O)(C(F)(F)F)C2)CCCCC1 (stereo unspecified) | i | -1% | -1% | -2.1% | -11% | -1% | 4% | -1.8% | 0% | -10% | -1%
CCOc1ccc(NC(=O)C2CCC(C)(C(=O)O)C2(C)C)cc1 (stereo unspecified) | · | 29% | -3% | 0.6% | 2% | 1% | 3% | 0.4% | 1% | -2% | -4%
Cn1cccc1Cc1nnc(SCC(=O)Nc2cccc(F)c2)n1-c1ccc(F)cc1 | · | -2% | · | 0.0% | 4% | 2% | -1% | -2.5% | 27% | -11% | -2%
O=C(O)Cc1cc2c(s1)CCCCC2 | 8.2e-08M* | 13% | 0% | 0.0% | -3% | 2% | 3% | 1.0% | 9% | -9% | -1%
